SR-BI uptake up = activators of SR-BI mediated HDL lipid uptake | hit rate 0.096% among 320,000 | CHO ldlA[mSR-BI] cells, DiI-HDL uptake fluorescence, 3 h; 100 = double the neutral-control signal | AID 504775 | activation, % at 12.5 µM;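 active = mean replicate activation of at least 60% and every replicate at or above 60%; inconclusive = mean or all-replicate condition met, but not both; inactive = mean below 60% and not all replicates reaching 60%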;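 also: 0% = median plate neutral-control signal and 100% = twice that signal; values of inactives mirror those of a sister screen read the other way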
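Test system: SR-BI-overexpressing, LDLR-lacking CHO cells; Also added: labelled HDL, 10 µg/mL; Measured by: bottom-read cell fluorescence after medium removal, ex 550/em 595 nm; Timing: 3 h uptake period with compound, 37 °C; Buffer or medium: F12, 0.5% BSA, 25 mM HEPES; Doses: single compound concentration, delivered by pin transfer.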
SR-BI HDL uptake = blocks mouse SR-BI lipid uptake from DiI-HDL | Q61009 | ldlA[mSR-BI] CHO cells, DiI-HDL uptake fluorescence, 3 h | inhibition, % at 12.5 µM | hit rate 0.96% among 320,000;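 active = mean replicate inhibition of at least 70% and a set share of replicates each scoring 70 or more; inconclusive = meets just one of the two criteria; inactive = fails both criteria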;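 also: 0% = median of neutral control wells and 100% = median of positive control wells; values of inactives mirror those of a sister screen read the other way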
RTF Ca sens act = increases calcium sensitivity of human cardiac regulated thin filaments; hit rate 0.24% among 340,000; IANBD-labeled TnC RTF fluorescence at EC20 calcium; 0% EC20 calcium, 100% full calcium; activation, % at 7.2 µM; AID 493008;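 active = activation above the mean over all tested compounds plus 3 SD, cut at about 30% in these data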;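 also: rise in fluorescence read as greater calcium sensitivity of cardiac thin filaments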
Rtt109 HAT inh = inhibitors of Candida albicans Rtt109/Vps75 histone acetyltransferase | purified Rtt109/Vps75, ThioGlo CoA-SH fluorescence, 4 h | hit rate 0.16% among 330,000 | inhibition, % at 34.9 µM | Q5AAJ8;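 active = inhibition of at least 50% in every replicate; inconclusive = best replicate reaches 50% inhibition but some replicates fall short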
MITF act = activators of MITF-driven TRPM1 promoter activity in SK-MEL-5 cells. hit rate 0.75% among 300,000. activation, % at 12.5 µM. SK-MEL-5 TRPM1-promoter luciferase, 24 h; % of positive control, neutral wells = 0. AID 588334;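 active = mean activation of at least 80% with every replicate also reaching 80%; inconclusive = mean reaches 80% but some replicate falls short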;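 also: 0% = neutral control wells and 100% = parthenolide positive control wells; values of inactives mirror those of a sister screen read the other way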
dFosB act = enhances mouse delta FosB homodimer DNA binding; P13346; purified delta FosB, TAMRA-CDK5 oligo fluorescence polarization; percent of positive-control signal above neutral wells; activation, % at 25 µM; hit rate 0.99% among 340,000;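 active = mean activation above about 17%, with every replicate also reaching it, limit read from the data, passing the limit was not always enough; inconclusive = only one of the two conditions met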;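 also: fluorescence polarization rise as delta FosB binds a TAMRA Cdk5 AP-1 oligo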
HTR5A ag = HTR5A agonism, opioid heterodimer counter-screen; P47898; HTR5A agonist assay, luminescence, cell-based; activation, % at 9.3 µM; hit rate 0.61% among 340,000; AID 504692; in the data active = activation mostly above about 9.5%, no sharp cut-off; inactive = mostly below about 7.6%;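 also: 0% = cells with vehicle only and 100% = reference agonist; strong numbers were not always called active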
Target sequence (P47898 whole entry, looked up): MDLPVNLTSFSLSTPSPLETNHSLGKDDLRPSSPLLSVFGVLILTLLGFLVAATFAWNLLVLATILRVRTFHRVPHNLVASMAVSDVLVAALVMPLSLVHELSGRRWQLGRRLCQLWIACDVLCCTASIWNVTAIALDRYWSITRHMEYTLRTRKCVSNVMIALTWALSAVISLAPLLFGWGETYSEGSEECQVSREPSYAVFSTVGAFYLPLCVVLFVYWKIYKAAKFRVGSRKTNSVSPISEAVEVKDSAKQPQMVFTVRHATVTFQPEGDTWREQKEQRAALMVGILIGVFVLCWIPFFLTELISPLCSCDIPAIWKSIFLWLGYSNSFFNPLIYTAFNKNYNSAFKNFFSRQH
CDK5 p35 inh = inhibitors of human CDK5/p35 kinase; Recombinant CDK5/p35, ADP-Glo luminescence, 60 min; inhibition, % at 10 µM; hit rate 0.01% among 330,000; AID 488839;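 active = highest replicate inhibition of at least 50% and at least 75% of replicates reaching 50%; inconclusive = only one of the two criteria met; inactive = both criteria failed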;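 also: plate controls were DMSO neutral control for no effect and GW8510 at 10 µM for full effect; many of its hits are not listed in these tables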
Target sequence (Q00535 whole entry, looked up): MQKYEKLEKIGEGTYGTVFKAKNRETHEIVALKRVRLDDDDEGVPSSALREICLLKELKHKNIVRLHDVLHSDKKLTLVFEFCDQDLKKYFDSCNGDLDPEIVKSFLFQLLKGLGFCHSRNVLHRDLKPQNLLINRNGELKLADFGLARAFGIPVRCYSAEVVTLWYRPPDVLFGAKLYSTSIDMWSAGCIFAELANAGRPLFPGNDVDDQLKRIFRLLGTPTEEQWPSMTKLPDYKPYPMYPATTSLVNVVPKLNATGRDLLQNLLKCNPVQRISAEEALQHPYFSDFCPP
Target sequence (Q15078 whole entry, looked up): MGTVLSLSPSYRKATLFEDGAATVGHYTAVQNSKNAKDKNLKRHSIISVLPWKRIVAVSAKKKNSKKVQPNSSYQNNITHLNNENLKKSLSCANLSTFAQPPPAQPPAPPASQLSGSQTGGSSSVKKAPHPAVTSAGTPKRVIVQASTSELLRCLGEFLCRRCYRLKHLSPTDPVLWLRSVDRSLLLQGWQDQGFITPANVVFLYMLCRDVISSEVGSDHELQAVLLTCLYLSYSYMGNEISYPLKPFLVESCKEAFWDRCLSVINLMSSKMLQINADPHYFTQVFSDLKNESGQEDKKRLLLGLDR
Wnt bcat act = Wnt/beta-catenin pathway activation; Wnt/beta-catenin reporter cell assay, activator, plate reader; activation, % at 9.35 µM; hit rate 1.2% among 300,000; in the data active = activation above about 30%, passing the limit was not always enough; inconclusive = no clear call, values can overlap the other calls;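 also: 0% = neutral control wells and 100% = positive control wells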
PvdQ inh = blocks Pseudomonas aeruginosa PvdQ acylase activity | purified PvdQ acylase, fluorescence plate reader | inhibition, % at 10 µM | hit rate 0.063% among 340,000; in the data active = inhibition above about 30%, passing the limit was not always enough; inconclusive = no clear call, values can overlap the other calls;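 also: 0% = vehicle neutral wells and 100% = reference inhibitor wells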
Starred values were filed as active, the others as inactive; ? = inconclusive; nt = no result given.

SMILES | SR-BI uptake up | SR-BI HDL uptake | RTF Ca sens act | Rtt109 HAT inh | MITF act | dFosB act | HTR5A ag | CDK5 p35 inh | Wnt bcat act | PvdQ inh
O=C(CCNC(=O)c1ccc(Cl)cc1)NC1CCCc2ccccc21 (stereo unspecified) | -19 | 19 | -1 | -13 | 6 | -9 | 3 | -1.3 | 3 | -11
Oc1ccc(-c2nccc(-c3ccc(Cl)cc3)n2)cc1 | -39 | 39 | -5 | nt | 12 | -7 | 4 | -0.8 | 8 | -6
Cc1ccc(NC(=O)C2CC(=O)n3ncnc3N2)cc1C (stereo unspecified) | 8 | -8 | -1 | 4 | 11 | -5 | 0 | 0.7 | -1 | -15
O=C(O)c1ccccc1C(=O)c1ccc(N2CCCC2)c([N+](=O)[O-])c1 | 3 | -3 | 1 | 3 | 4 | -1 | -5 | -0.5 | 0 | -4
C/C=C(\C)C(=O)NCCN1C2=NC[C@H](Cc3ccccc3)N2C[C@H]1Cc1ccc(O)cc1 | 18 | -18 | 9 | 11 | 4 | -6 | -8 | 2.4 | nt | -5
CCCCN(CC)C(=O)c1ccc(-c2ccccc2)cc1 | -20 | 20 | 6 | 4 | 12 | -9 | -2 | 0.0 | 1 | -1
Cc1cc(C)c(C#N)c(SC2CCCCC2=O)n1 (stereo unspecified) | -18 | 18 | -4 | -9 | -8 | -11 | 7 | 1.7 | 0 | -8
Clc1ccc(CSc2nncn2-c2ccc3c(c2)OCCO3)cc1 | 2 | -2 | 3 | 9 | nt | -9 | -1 | 1.7 | -2 | -7
Cc1csc(NC(=O)c2cc([N+](=O)[O-])cc([N+](=O)[O-])c2)n1 | -17 | 17 | 2 | 3 | -13 | -1 | 3 | 1.0 | nt | 9
O=C(CN1C(=O)NC2(CCOc3ccccc32)C1=O)Nc1ccc(F)c(F)c1F (stereo unspecified) | -5 | 5 | 10 | 9 | -7 | -9 | 1 | -3.7 | -4 | -9
COc1c(Cl)cc(Cl)cc1C(=O)n1nc(C)cc1C | -49 | 49 | -4 | -15 | 5 | 0 | 6 | 1.5 | nt | -12
Cc1cccc(C)c1NC(=O)C(NC=O)c1ccc(Cl)cc1 (stereo unspecified) | 9 | -9 | 0 | -2 | -2 | 3 | 5 | 0.0 | nt | -9
CCCC(=O)Nc1c(-c2cccc(OC)c2)c(=O)c2ccccc2n1C | 15 | -15 | -5 | -11 | -13 | 0 | 1 | 1.1 | -2 | 7
C/C(CC(=O)N1CCN(C=O)CC1)=N\NC(=O)c1cc2ccccc2cc1O | -57 | 57 | -2 | 0 | -1 | -12 | 1 | 0.9 | nt | -6
Oc1ccc(Br)cc1CNn1cnnc1 | 3 | -3 | 0 | 31 | 0 | -3 | -1 | 1.4 | nt | 11
CC(C)(C)OC(=O)NCCCC[C@H](NC(=O)c1nc[nH]c1C(=O)N1CCN(C(=O)OC(C)(C)C)CC1)C(=O)OC(C)(C)C | 18 | -18 | -4 | 2 | 14 | -3 | 6 | 0.9 | 0 | -6
COc1ccc([C@@H]2Sc3ccccc3N(CCN(C)C)C(=O)[C@@H]2OC(C)=O)cc1 | 13 | -8 | 0 | -3 | 8 | 0 | 4 | -0.9 | -20 | 2
O=C(O)c1ccccc1SC1CC(=O)N(c2ccccc2)C1=O (stereo unspecified) | 8 | -8 | 5 | 18 | 15 | -7 | -4 | 0.1 | 3 | 20
COc1ccccc1CNCc1ccc(C)cc1 | 15 | -15 | 4 | -8 | nt | -11 | -1 | -0.8 | -1 | -26
CCN(CC)C(=O)N1CCN(C)CC1 | 2 | 2 | -7 | -7 | -6 | 4 | 1 | 0.2 | -1 | -6
COC(=O)COc1ccc(S(=O)(=O)N2CCN(c3ccc(OC)cc3)CC2)cc1 | -3 | 3 | -7 | -2 | -9 | -4 | -2 | -0.2 | 1 | -6
N#C/C(=C/c1cccs1)c1nc2ccccc2[nH]1 | -16 | 16 | 1 | -4 | 3 | -8 | 0 | 1.1 | nt | 7
c1ccc(CCSc2ncnc3nc[nH]c23)cc1 | 8 | -8 | -9 | nt | 51 | -12 | 0 | -0.4 | ? | 0
O=C(Oc1ccc(C(=S)N2CCOCC2)cc1)c1ccccc1 | 5 | -5 | 3 | nt | 1 | -3 | 11 | 1.8 | -1 | 4
O=C(CSc1nccn(-c2ccc(Br)cc2)c1=O)Nc1ccccc1F | 22 | -22 | 2 | 2 | 8 | ? | 8 | 1.8 | 2 | -16
O=C(Cc1c(F)cccc1Cl)NNC(=S)Nc1ccc(S(=O)(=O)Nc2ncccn2)cc1 | 20 | -20 | 5 | 0 | 7 | 3 | -3 | -5.2 | -2 | -22
CCCCC12CN3CCN(CC(C3)/C1=N\NC(=O)Nc1ccccc1)C2 | 34 | -34 | -4 | 7 | -2 | -10 | 1 | -0.5 | nt | -24
CC1CCc2sc(C(=O)OCC(=O)NCc3ccccc3)cc2C1 (stereo unspecified) | 28 | -28 | -5 | -6 | 11 | -12 | 5 | -0.2 | nt | 1
COc1ccc2cc(CO)n(C)c2c1 | -17 | 17 | 0 | 10 | -9 | -10 | 3 | 2.5 | 1 | 5
COc1cc(NC(=O)CCc2nc(-c3cccs3)no2)cc(OC)c1OC | -42 | 42 | 8 | -5 | nt | -2 | 0 | -0.4 | -1 | -9
COc1ccccc1Oc1ccc(S(=O)(=O)Nc2cccnc2)cc1 | 5 | -5 | 2 | -4 | -17 | -5 | 1 | -1.6 | nt | -7
Cc1nc2ccccc2n1CC(=O)c1ccc(O)c(O)c1 | 29 | -29 | -5 | 4 | 1 | -4 | 22* | -0.5 | -3 | 3
O=C(N/N=C/c1cc(Cl)ccc1O)c1ccc(Br)cc1 | -135 | 135* | 3 | -1 | -39 | 4 | 2 | 0.7 | nt | -10
CCOc1ccc(CN(C)CC(=O)NCc2ccc(F)cc2)cc1 | 39 | -39 | 7 | -2 | 3 | -6 | 1 | -1.0 | -1 | -8
COC(=O)C(NC(C)=O)(Nc1cccc(C)n1)C(F)(F)F (stereo unspecified) | 17 | -17 | 0 | 2 | -3 | 0 | -3 | 0.1 | -1 | -9
CC1CCN(c2ccc(/C=N\Nc3nncn3N)cc2[N+](=O)[O-])CC1 | -18 | 18 | -2 | 0 | 7 | -4 | 2 | -0.2 | 2 | -4
CCNC(=S)N/N=C/c1cc(C)ccc1C | -13 | 13 | -5 | 4 | -5 | -2 | 2 | -0.5 | -2 | -5
COC(=O)Cc1c(C)nc(SCc2ccccc2)[nH]c1=O | 7 | -7 | 4 | 13 | -6 | -2 | 1 | 0.8 | 1 | -18
CN(Cc1ccc(Cl)c(Cl)c1)C(=O)c1ccccc1SCC(=O)N1CCCC1 | -18 | 18 | -1 | -1 | -3 | 1 | -3 | -1.7 | -3 | -12
O=C(NC1CCCCC1)C1CCN(S(=O)(=O)N2CCCCCC2)CC1 | 4 | -4 | 1 | -5 | -11 | -2 | 5 | -8.8 | nt | -11
c1ccc(-n2ncc3c(N4CCN(c5ccccn5)CC4)nc(N4CCCCCC4)nc32)cc1 | -8 | 8 | 6 | 1 | 5 | 2 | 3 | 1.9 | nt | -18
CCOC(=O)c1c(C)[nH]c(C(=O)OCC(=O)N(C)C2CCS(=O)(=O)C2)c1C (stereo unspecified) | 11 | -11 | -1 | -4 | 7 | -1 | 3 | -0.1 | nt | -9
CC(C)(C)NS(=O)(=O)c1ccc2[nH]c3c(c2c1)CCCCC3 | 3 | -3 | -2 | -1 | -9 | -6 | 8 | 2.0 | 1 | 0
CCOC(=O)c1c(N)sc2c1CCCC2=O | 8 | -8 | 3 | 7 | -3 | -9 | -3 | -0.6 | 0 | -5
C=CCn1c(O)c(C=Nc2ccc(Cc3ccncc3)cc2)c(=O)[nH]c1=S | -12 | 12 | 0 | -8 | nt | -11 | -1 | -0.1 | nt | -12

Next part (4 carried over from the part before).
SMILES | SR-BI uptake up | SR-BI HDL uptake | RTF Ca sens act | Rtt109 HAT inh | MITF act | dFosB act | HTR5A ag | CDK5 p35 inh | Wnt bcat act | PvdQ inh
CCOC(=O)c1c(C)[nH]c(C(=O)OCC(=O)N(C)C2CCS(=O)(=O)C2)c1C (stereo unspecified) | 11 | -11 | -1 | -4 | 7 | -1 | 3 | -0.1 | nt | -9
CC(C)(C)NS(=O)(=O)c1ccc2[nH]c3c(c2c1)CCCCC3 | 3 | -3 | -2 | -1 | -9 | -6 | 8 | 2.0 | 1 | 0
CCOC(=O)c1c(N)sc2c1CCCC2=O | 8 | -8 | 3 | 7 | -3 | -9 | -3 | -0.6 | 0 | -5
C=CCn1c(O)c(C=Nc2ccc(Cc3ccncc3)cc2)c(=O)[nH]c1=S | -12 | 12 | 0 | -8 | nt | -11 | -1 | -0.1 | nt | -12
CC(C)(C)NC(=O)N1CCCN(c2ccc(C(F)(F)F)cn2)CC1 | -2 | 2 | 2 | -6 | nt | -8 | -1 | -0.1 | 1 | -13
O=C1CC(c2ccco2)Cc2nc(N3CCc4ccccc4C3)ncc21 (stereo unspecified) | nt | nt | -15 | 10 | 20 | -18 | 0 | 1.6 | nt | 11
CCN(CC(=O)Nc1cccc(F)c1)Cc1nc2ccccc2c(=O)[nH]1 | 5 | -5 | 0 | -5 | -4 | 0 | 2 | 1.0 | -3 | 8
Cn1cnnc1SCC(=O)NC(=O)NCc1ccccc1 | 5 | -5 | 6 | -6 | -4 | -3 | 7 | -2.8 | 1 | 19
COc1ccccc1NC(=O)c1c(C)oc2c1CCCC2 | -47 | 47 | 5 | 3 | -2 | 1 | 0 | 1.6 | nt | -13
C=CCCC1(C)C(=O)N(c2ccccc2)c2ccccc21 (stereo unspecified) | 2 | -2 | -3 | -6 | -2 | -7 | 2 | 0.3 | -6 | 5
CCOC(=O)c1cc(C)[nH]c(=O)c1C#N | 11 | -11 | 7 | -2 | -4 | -7 | 2 | -3.2 | 0 | -27

Grouped by structure: the entries above with bromine (3)
SMILES | SR-BI uptake up | SR-BI HDL uptake | RTF Ca sens act | Rtt109 HAT inh | MITF act | dFosB act | HTR5A ag | CDK5 p35 inh | Wnt bcat act | PvdQ inh
Oc1ccc(Br)cc1CNn1cnnc1 | 3 | -3 | 0 | 31 | 0 | -3 | -1 | 1.4 | nt | 11
O=C(CSc1nccn(-c2ccc(Br)cc2)c1=O)Nc1ccccc1F | 22 | -22 | 2 | 2 | 8 | ? | 8 | 1.8 | 2 | -16
O=C(N/N=C/c1cc(Cl)ccc1O)c1ccc(Br)cc1 | -135 | 135* | 3 | -1 | -39 | 4 | 2 | 0.7 | nt | -10
